# Lamin A splicing: modulators of lamin A splicing | HeLa LMNA splicing GFP/RFP minigene ratio, 48 h | Potency, µM (series often up to 46.1 µM), without a hit: at the highest dose ratio change, negative = inhibition, hits mostly inhibitors | 200,000 compounds, 0.01% hits | AID 1487; active = well fitted inhibition curve with a large enough effect in the signal ratio, with a control signal flat, not every such curve was filed as active; inconclusive = small, poorly fitted or top-dose-only effect, or effect the other way, or a change in a side signal; the % refers to the signal ratio; note: potency is the fitted concentration of half-maximal effect; % is set by controls: 0 for no effect and ±100 for the full control effect
#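 Read-out is the ratio of GFP to DsRed2 object intensity, acquired by 488 nm laser-scanning cytometry on HeLa lamin A-EGFP minigene reporter cells. Compound incubation 48 hrs at 37 °C in Opti-MEM with 2% FBS; DMSO 0.5% final.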
# CBFb-RUNX1 inh: blocks binding between human CBF-beta and RUNX1; 230,000 tested, under 10 active; Potency, µM (top dose mostly 59.8 µM), inactives show at the top dose activity, negative = inhibition, hits mostly inhibitors; AlphaScreen CBFb-His/RUNX1-biotin binding, biochemical; Q01196+Q13951; AID 1477; note: % of control where 0% means no effect
#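 His-tagged CBF-beta and biotinylated RUNX1 (30 nM each) were premixed 20 min at room temperature, exposed to compound for 15 min, then given nickel-chelate and streptavidin AlphaScreen beads (50 ng each). After 90 min, AlphaScreen signal was read.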
# NPSR antagonist: blocks cAMP signaling of the human neuropeptide S receptor | CHO-NPSR cells, cAMP TR-FRET, antagonist mode | Potency, µM (titrated, usually from 38.3 µM), for the others: at the highest dose activity change, negative = inhibition, usual class: inhibitors | 220,000 compounds, 1% hits | AID 1461; note: potency is the fitted concentration of half-maximal effect; % is set by controls: 0 for no effect and ±100 for the full control effect; nearly all actives have a fitted effect of over 50% in size; many of its hits are not listed in these tables
# Target sequence (Q6W5P4 whole entry, looked up): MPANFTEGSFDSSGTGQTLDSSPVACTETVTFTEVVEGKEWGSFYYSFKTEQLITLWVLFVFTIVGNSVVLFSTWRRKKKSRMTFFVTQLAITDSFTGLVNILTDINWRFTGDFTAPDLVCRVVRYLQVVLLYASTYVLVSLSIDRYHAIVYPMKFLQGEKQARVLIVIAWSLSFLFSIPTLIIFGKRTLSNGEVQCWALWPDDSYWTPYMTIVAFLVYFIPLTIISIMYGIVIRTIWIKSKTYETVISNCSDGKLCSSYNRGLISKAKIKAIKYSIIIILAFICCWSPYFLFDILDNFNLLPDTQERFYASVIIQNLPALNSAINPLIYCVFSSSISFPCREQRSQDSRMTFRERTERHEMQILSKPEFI
# IMPase Li cell: membrane-permeable IMPase blocker, potentiated with lithium | 210,000 compounds, 0.35% hits | CHO-M1 cells, IP1 TR-FRET (IP-One), carbachol + lithium | Potency, µM (top dose mostly 59.4 µM), without a hit: top-dose activity, negative = IMPase inhibition, most hits filed as inhibitors;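 note: IP1 builds up when IMPase is blocked and the TR-FRET signal falls; potency is the fitted concentration of half-maximal effect; plate controls were basal vehicle for no effect and high inhibitor control for full effect; nearly all actives have a fitted effect of over 50% in size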
#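 Test compounds were applied to CHO-M1 cells previously cultured for 16–30 h at 2000 per well. A small lithium amount accompanied them; after 30 min at 37C, IP1 was quantified by TR-FRET.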
# Epigenetic derep: regulators of epigenetic silencing causing reporter derepression in mouse cells | murine LDR cells, GFP reporter derepression, 30 h | Potency, µM (titrated, usually from 53.9 µM), for inactives: at the top dose GFP activation, usual class: activators | 280,000 compounds, 0.2% hits; note: potency is the fitted concentration of half-maximal effect; % of control where 0% means no effect; nearly all actives have a fitted effect of over 60% in size
#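 Readout is the number of GFP-expressing murine LDR cells, counted by cytometry following washing. Cells were treated with compound for 30 h at 37 C; the stably integrated CMV-GFP locus is normally silent.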
# aGal spleen mod: inhibits or activates alpha-galactosidase in human spleen homogenate. P06280. human spleen homogenate, 4MU-alpha-Gal fluorescence, 40 min. Potency, µM (series often up to 80 µM), without a hit: at the highest dose activity change, negative = inhibition, most hits filed as inhibitors. 240,000 compounds, 0.008% hits;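 note: potency is the fitted concentration of half-maximal effect; 0% = enzyme with vehicle and -100% = no enzyme basal signal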
# Target sequence (P06280 32-429 limits assumed): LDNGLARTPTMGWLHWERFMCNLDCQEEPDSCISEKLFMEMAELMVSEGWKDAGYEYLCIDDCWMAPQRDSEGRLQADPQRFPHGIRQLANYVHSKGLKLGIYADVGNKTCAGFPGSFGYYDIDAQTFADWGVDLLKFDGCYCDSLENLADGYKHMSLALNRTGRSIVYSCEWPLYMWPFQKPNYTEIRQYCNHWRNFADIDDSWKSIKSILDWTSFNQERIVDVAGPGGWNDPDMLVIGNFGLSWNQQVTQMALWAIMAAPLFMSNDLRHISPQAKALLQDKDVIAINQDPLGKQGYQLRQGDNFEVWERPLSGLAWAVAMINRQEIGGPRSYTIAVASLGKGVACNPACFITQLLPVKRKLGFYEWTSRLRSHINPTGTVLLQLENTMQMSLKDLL
#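 Human spleen homogenate (1 ug) was the enzyme source, with 4-methylumbelliferyl-alpha-D-galactopyranoside (1 mM final) in pH 5.0 citrate buffer with 0.01% Tween-20. Compounds were titrated; after 40 min at 37C, NaOH/glycine stop, 4-MU fluorescence read; AC50 from Hill fits.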
# KinaseGlo FLuc: blocks Kinase-Glo luciferase, a counter-screen artifact; 200,000 compounds, 0.28% hits; Q27757; Potency, µM (series often up to 38.3 µM), inactives show at the highest dose activity change, negative = inhibition, actives largely listed as inhibitors; Kinase-Glo luciferase, ATP luminescence, 8 min; AID 1379; note: potency is the fitted concentration of half-maximal effect; % is set by controls: 0 for no effect and ±100 for the full control effect; nearly all actives have a fitted effect of over 60% in size
#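 Luminescence was the read-out, taken after 8-minute incubation at ambient temperature. Luciferase turned over luciferin with 10 uM ATP in imidazole pH 7.2 buffer containing KCl, MgCl2, Tween 20 and BSA.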
# * marks the source's active call; other numbers are inactive results; ? = inconclusive; / = no result given; [ ] = dose if it differs, or a comment. Unless noted, calls come from the whole dose curve; as a rule, active = well fitted curve in the direction sought with a large enough effect; inconclusive = small, poorly fitted or top-dose-only effect, or another doubt; inactive = no such curve, though single readings can be large; an effect the other way counts as inactive or inconclusive. A portion of the library, so the mix of outcomes need not match the whole.
compound,KinaseGlo FLuc,CBFb-RUNX1 inh,Epigenetic derep,aGal spleen mod,Lamin A splicing,IMPase Li cell,NPSR antagonist
CCN(CC)CCCn1c(-c2ccccc2)nc2c(NCc3ccccc3)nc(C)nc21,-5%,13%,2.0%,3%,/,7%,/
CCOC(=O)C1C(=O)N(O)CC1c1cccc(Oc2ccccc2)c1 (configuration not stated),2%,0%,1.1%,3%,/,-6%,-8%
Cc1cc(NCC(C)C)n2ncnc2n1,5%,14%,-0.9%,0%,-11%,-4%,8%[46.1 µM]
C(#Cc1ccccc1)C[N+]1(CC#Cc2cccc3ccccc23)CCCC1,-2%,0%,-1.8%,7%,?,3%,-13%
COc1ccc(S(=O)(=O)Nc2ccc3c(c2)OCO3)cc1,-4%,-11%,1.1%,0%,-1%,12%[38.3 µM],-19%[46.1 µM]
O=C(NCc1ccc(Cl)cc1)C1CCC(CNc2c(N3CCOCC3)c(=O)c2=O)CC1 (configuration not stated),/,-2%,1.1%,3%,/,/,3%
CC1(C(=O)NCCCNc2ncc(C(F)(F)F)cc2Cl)C=CCN1C(=O)c1ccccc1 (configuration not stated),3%,-1%[2.36 µM],-1.2%,-6%,4%,2%,8%
NC(=O)N1CCc2ccccc21,0%,13%,-2.2%,-1%,/,20%,4%
CC1(C)CC(=O)C2=C(C1)N(c1ccc(F)cc1)C(=O)CC2c1cccnc1 (configuration not stated),0%,1%,-1.0%,-6%,-11%,-4%,17%
CC(C)Oc1cc(NC(=O)CS(=O)CC(=O)N(C)C)c(Cl)cc1Cl (configuration not stated),1%,5%,-3.1%,1%,/,0%,-18%
CC1CN(C(=O)c2ccccc2)C(=Nc2cccc(S(=O)(=O)N(C)C)c2)S1 (configuration not stated),2%,-1%,1.0%,-3%,-13%,9%,13%
Cc1ccc(NC(=O)C2C3CC4OC(=O)C2C4C3)cc1Cl (configuration not stated),1%,10%,0.0%,-1%,-24%,8%[38.3 µM],-7%[46.1 µM]
O=C1NCN(CCO)CN1,/,14%,0.0%,0%,/,/,10%
COC(=O)N/N=C\c1c(C)nn(-c2ccccc2)c1Cl,-1%,0%,0.0%,-6%,-2%,6%,-2%[46.1 µM]
CC(NC(=O)C1CCC1)c1ccc(Br)cc1 (configuration not stated),-5%,9%,0.0%,-11%,-10%,20%,16%
CCC(=O)Nc1cc(-c2nn(C)c(=O)c3ccccc23)ccc1OC,0%,-1%,-1.0%,-2%,-10%,15%[38.3 µM],-2%[46.1 µM]
Cc1cccc(-n2c(SCCC(=O)O)nnc2-c2cccs2)c1C,3%,2%,2.9%,1%,18%,3%[38.3 µM],?
COc1cccc(C(=O)Oc2cc(C)[nH]c(=O)c2[N+](=O)[O-])c1OC,2%,2%[2.36 µM],-3.1%,2%,-6%,-7%,15%
O=C(O)Cn1cc(C(=O)c2ccco2)c2ccccc21,1%,17%,-12%,-2%,-2%,-1%,-6%[46.1 µM]
CC(=O)Nc1ccc(/C=C2/Sc3ccccc3C2=O)cc1,-3%,0%,-0.1%,4%,/,5%,23%
Cc1cc(C)c2c(=O)[nH]n(C3CC(C)N(C)CC3C)c2n1 (configuration not stated),18%,2%,-1.0%,-10%,5%,18%[38.3 µM],-8%[46.1 µM]
COc1ccc(-c2nc(CSCC(=O)NCCC3=CCCCC3)c(C)o2)cc1OC,-7%,-4%,-2.0%,-5%,0%,2%[38.3 µM],-16%[46.1 µM]
CC1CCCN(S(=O)(=O)c2ccc(N(C(=O)c3cnccn3)C(C(=O)NC3CCCCC3)c3cccs3)cc2)C1 (configuration not stated),0%,-4%,-0.9%,8%,-5%,-1%,-5%
c1cc(-c2nsc(-c3ccncc3)n2)ccn1,/,-2%,1.1%,-4%,/,/,9%
CCOC(=O)N1CCN(C(=S)NC(=O)c2c(-c3c(Cl)cccc3Cl)noc2C)CC1,-1%,12%,16%,-2%,/,9%,-34%

# At a glance, part of the list above.
compound,KinaseGlo FLuc,CBFb-RUNX1 inh,Epigenetic derep,aGal spleen mod,Lamin A splicing,IMPase Li cell,NPSR antagonist
CCN(CC)CCCn1c(-c2ccccc2)nc2c(NCc3ccccc3)nc(C)nc21,-5%,13%,2.0%,3%,/,7%,/
CCOC(=O)C1C(=O)N(O)CC1c1cccc(Oc2ccccc2)c1 (configuration not stated),2%,0%,1.1%,3%,/,-6%,-8%

# The list goes on:
compound,KinaseGlo FLuc,CBFb-RUNX1 inh,Epigenetic derep,aGal spleen mod,Lamin A splicing,IMPase Li cell,NPSR antagonist
O=c1c2ccccc2nc(SCCN2CCCCC2)n1CCc1ccccc1,1%,-3%,-1.1%,1%,-14%[46 µM],5%,19%
O=[n+]1c2c(n([O-])c3cc(F)c(F)cc31)CCCC2,-3%,0%,0.0%,4%,17%,3%[38.3 µM],-5%[46.1 µM]
CCCc1cc(C(=O)Nc2cc(Br)ccc2O)no1,3%,11%,-0.8%,3%,?,23%[38.3 µM],-7%[46.1 µM]
CC(N=C1NC(C)(C)Cc2ccccc21)C(=O)O (configuration not stated),/,4%,2.4%,7%,/,-1%,-4%
Oc1ccccc1-c1nc2ccccc2nc1-c1ccccc1,/,-14%,5.6%,-7%,/,/,-19%
Cc1ccc(C2=N/C(=C\c3cccs3)C(=O)N2Nc2ccccc2)cc1,1%,?,0.9%,-5%,?,20%[38.3 µM],?
CN(C)S(=O)(=O)c1cccc(NC(=O)COC(=O)/C=C/c2ccc(Br)o2)c1,/,-28%,-0.3%,-2%,/,/,-8%
Cc1ccc(C2CC(=O)Nc3sc(C(N)=O)c(N)c32)cc1 (configuration not stated),-2%,-6%,0.0%,13%,5%,-2%[38.3 µM],-9%[46.1 µM]
CC(=O)c1cc(NC(=O)c2ccccc2)c(=O)oc1/C=C/N(C)C,-6%,-3%,-1.4%,-19%,5%,18%[38.3 µM],10µM*
O=[N+]([O-])c1c(Cl)cc(Cl)cc1Cl,/,8%[21.7 µM],/,2%,/,-7%,/
Cn1c(=O)c2c(nc(SCCN3CCCCC3)n2Cc2ccccc2)n(C)c1=O,0%,4%,-1.9%,2%,-8%,16%[38.3 µM],7%[7.67 µM]
O=C(NCc1ccc(Cl)cc1)c1ccc(-n2cccn2)nc1,-4%,-4%,4.3%,3%,-3%[9.22 µM],1%,7%
CSc1nc2ccc(S(N)(=O)=O)cc2s1,14%,4%,-0.9%,3%,6%,5%,7%
O=C(O)c1csc(-c2cccs2)n1,4%,-4%,-2.9%,-12%,/,-17%,-33%
Cc1[nH]c2ccccc2c1/C=C(\C#N)C(=O)NCc1ccccc1,5%,-14%,-3.2%,2%,2%,0%,-19%
CCC(=O)NC(=S)Nc1cccc(NC(=O)CC)c1,-3%,2%,0.0%,6%,?,-10%[38.3 µM],-6%[46.1 µM]
CCOCCCNC(=O)c1ccc(CS(=O)(=O)Cc2cccc(C)c2)o1,-3%,-1%,-2.0%,7%,7%[0.0737 µM],-12%[38.3 µM],4%[46.1 µM]
CCCNC(=S)N1CCC(c2nc3cc(C)c(C)cc3[nH]2)CC1,-6%,1%,-1.8%,2%,8%[0.0737 µM],2%[38.3 µM],-9%[46.1 µM]
O=C(O)C1C2C=CC(O2)C1C(=O)NCCC1=CCCCC1 (configuration not stated),2%,3%,-2.2%,-1%,-10%,14%,3%[46.1 µM]
N=c1c(C(=O)NC2CCCC2)cc2c(=O)n3ccccc3nc2n1CCN1CCOCC1,-1%,2%,-1.1%,?,5%,4%[38.3 µM],-5%[46.1 µM]
COc1ccc(C[C@H]2c3cc(O)c(OC)cc3CC[N+]2(C)[O-])cc1O (some centres not stated),/,-1%,-0.2%,3%,/,/,-18%
COc1ccc(OCc2nnc(SCC(=O)O)n2N)cc1,1%,16%,-1.2%,-8%,18%,1%[38.3 µM],-9%[46.1 µM]
O=C(NCc1cccnc1)c1ccc(=O)oc1,2%,5%,-0.1%,-6%,31%,3%[38.3 µM],6%[46.1 µM]
O=C(Nc1cccc(-c2nc3ncccc3o2)c1)c1cc2ccccc2o1,4%,4%,-0.9%,-1%,?,15%,?
CCn1c(SCC(=O)NCc2ccccc2)nc2c(c1=O)SC(C)C2 (configuration not stated),-2%,10%,-0.8%,-6%,-8%,28%[38.3 µM],-12%[46.1 µM]

# Some values from the entries so far:
# In aGal spleen mod, `COc1ccc(C[C@H]2c3cc(O)c(OC)cc3CC[N+]2(C)[O-])cc1O` (some centres not stated) is listed with 3%
# In NPSR antagonist, `O=C(O)Cn1cc(C(=O)c2ccco2)c2ccccc21` is listed with -6%[46.1 µM]

# The list goes on:
compound,KinaseGlo FLuc,CBFb-RUNX1 inh,Epigenetic derep,aGal spleen mod,Lamin A splicing,IMPase Li cell,NPSR antagonist
CCN(CC)c1ccc(/C=N\NC(=O)c2cccc3cc[nH]c23)cc1,/,14%,-1.6%,-14%,/,/,-42%
Cc1nn(Cc2cccc(C(=O)Nc3ccn(Cc4ccccc4)n3)c2)c(C)c1[N+](=O)[O-],19%,2%,-3.8%,-7%,2%,52%[activator][38.3 µM],-12%[46.1 µM]
CCOc1[nH]n(-c2ccc(Cl)cc2)c(=O)c1C=Nc1ccc(OC)cc1,-8%,3%,-2.3%,11%,22%,6%[38.3 µM],-4%[46.1 µM]
CCc1ccc2[nH]c(=O)c(CN(Cc3ccccc3OC)C(=O)Nc3ccccc3OC)cc2c1,-2%,2%,-2.7%,-5%,-9%,29%[38.3 µM],?
COc1cc(C2C(C#N)=C(N)N(Nc3ccccc3)C3=C2C(=O)CC(C)(C)C3)ccc1OCc1ccccc1 (configuration not stated),-3%,-4%,0.0%,16%,?,-3%[38.3 µM],?
CC(=O)c1ccc(Sc2ccc(C(C)=O)cc2)cc1,-2%,-2%,1.0%,4%,?,-8%,-5%

# 4 compounds from above, arranged by the number in CBFb-RUNX1 inh, smallest number first.
compound	CBFb-RUNX1 inh
COc1cc(C2C(C#N)=C(N)N(Nc3ccccc3)C3=C2C(=O)CC(C)(C)C3)ccc1OCc1ccccc1 (configuration not stated)	-4%
Cc1nn(Cc2cccc(C(=O)Nc3ccn(Cc4ccccc4)n3)c2)c(C)c1[N+](=O)[O-]	2%
CCOc1[nH]n(-c2ccc(Cl)cc2)c(=O)c1C=Nc1ccc(OC)cc1	3%
CCN(CC)c1ccc(/C=N\NC(=O)c2cccc3cc[nH]c23)cc1	14%

# Bioassay records (PubChem)
